High-throughput results: PubChem, National Center for Advancing Translational Sciences (NCATS)
GRP78 ERSR act: inducers of ER stress response in human glioma cells. 420,000 compounds, 0.02% hits. U87-MG GRP78 promoter luciferase reporter, 16 h. Potency, µM, without a hit: at the top dose activation, usual class: activators; also: potency is read from the fitted curve at half-maximal effect; series mostly up to about 76 µM; % of control where 0% means no effect; nearly all actives have a fitted effect of over 35% in size
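Stably transfected U87-MG human glioma cells carrying a GRP78-based luminescent sensor were seeded at 1000 cells/well, pin-dosed with compounds and incubated 16 h. Luciferase reagent was then added, and end-point luminescence was read after 10 min at room temperature.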
POLK inh: inhibitors of human DNA polymerase kappa. purified Pol kappa, fluorescent DNA synthesis assay, 10 min. 400,000 compounds, 0.53% hits. Q9UBT6. Potency, µM (top dose mostly 107 µM), for the others: at the highest dose activity, negative = inhibition, most hits filed as inhibitors. AID 588579; also: potency is read from the fitted curve at half-maximal effect; % is scaled to controls: 0 for no effect and ±100 for the full control effect
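Inhibition of 10 nM Pol kappa is measured by a fluorescent read-out at 0 and 10 min following addition of 50 nM substrate (final), with a 15-min room-temperature compound preincubation.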
BLM helicase inh: inhibitors of human Bloom syndrome helicase BLM | P54132 | recombinant BLM DNA unwinding, fluorescence dequenching | Potency, µM (highest dose often 56.1 µM), without a hit: at the top dose activity change, negative = inhibition, hits mostly inhibitors | 350,000 compounds, 0.2% hits | AID 2528;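 also: potency is read from the fitted curve at half-maximal effect; plate controls were vehicle for no effect and no enzyme for full effect; nearly all actives have a fitted effect of over 35% in size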
LDHA inh: blocks human lactate dehydrogenase A | P00338 | purified LDHA, NADH/diaphorase-resazurin fluorescence; hits give low values | activity change, % (values are at about 110 or 230 µM) | 480,000 compounds, 0.15% hits | AID 1347041; in the data active = activity change below about -30%; inconclusive = mostly about -25% to -30%;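 also: plate controls were DMSO wells for no effect and wells without enzyme for full effect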
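LDH5 2 nM; NADH 0.06 mM, pyruvate 0.2 mM; 200 mM Tris pH 7.4, EDTA, Tween-20; 5 min RT. Detection: diaphorase 0.133 mg/mL + resazurin 37 µM, fluorescence ex540/em590 at 0 and 20 min; normalized to enzyme-free and DMSO wells.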
Apoferritin bind: binds horse apoferritin like a general anesthetic; P02791; apoferritin/1-aminoanthracene competitive binding, fluorescence; Potency, µM (doses to about 77.5 µM), without a hit: top-dose activity change, negative = displacement, most hits filed as inhibitors; 350,000 compounds, 0.074% hits; AID 485281; also: potency is read from the fitted curve at half-maximal effect; % is scaled to controls: 0 for no effect and ±100 for the full control effect; nearly all actives have a fitted effect of over 20% in size
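10 uM apoferritin + 50% sat. 1-AMA, PBS; cpd 10 min RT; Ex380/Em535 endpoint; normalized to free probe vs complex; 4-param Hill fit; propofol titration as pos. ctrl.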
APEX1 inh: inhibitors of human APE1 endonuclease. AID 2517. recombinant APE1, TAMRA/BHQ-2 abasic DNA cleavage fluorescence. P27695. Potency, µM (highest dose often 65.8 µM), without a hit: at the highest dose activity change, negative = inhibition, most hits filed as inhibitors. 350,000 compounds, 0.35% hits;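 also: potency is read from the fitted curve at half-maximal effect; plate controls were vehicle for no effect and reference inhibitor for full effect; nearly all actives have a fitted effect of over 55% in size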
Target sequence (P27695 whole entry, looked up): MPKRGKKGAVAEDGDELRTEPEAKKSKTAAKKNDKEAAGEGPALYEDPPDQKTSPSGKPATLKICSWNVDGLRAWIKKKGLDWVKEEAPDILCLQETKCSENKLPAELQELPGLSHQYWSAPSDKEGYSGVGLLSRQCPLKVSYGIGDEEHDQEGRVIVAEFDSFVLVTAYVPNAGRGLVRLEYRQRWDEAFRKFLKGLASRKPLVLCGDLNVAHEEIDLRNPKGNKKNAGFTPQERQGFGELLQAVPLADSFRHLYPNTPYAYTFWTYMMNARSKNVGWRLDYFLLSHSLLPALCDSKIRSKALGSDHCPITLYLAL
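Kinetic fluorescence read (525 ex/598 em nm, three reads 60 s apart) of AP-site incision; signal = third minus first read. Enzyme 0.75 nM, dual-labelled THF duplex 50 nM, compound preincubation 15 min RT.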
Pol iota inh: blocks human DNA polymerase iota activity; Q9UNA4; Pol iota fluorescent replication assay, 10 min; Potency, µM (highest dose often 115 µM), for the others: top-dose activity, negative = inhibition, actives largely listed as inhibitors; 390,000 compounds, 1% hits; AID 588590; also: potency is read from the fitted curve at half-maximal effect
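Fluorescent replication assay read twice, at 0 min and 10 min after adding 50 nM (final) substrate. Enzyme (10 nM) and compounds were first incubated 15 min at room temperature; enzyme-free buffer wells were negative controls.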
POLH inh: blocks human DNA polymerase eta activity; recombinant Pol eta, fluorescent DNA replication assay; Potency, µM (series often up to 114 µM), without a hit: top-dose activity change, negative = inhibition, usual class: inhibitors; 390,000 compounds, 1.2% hits; AID 588591; also: potency is read from the fitted curve at half-maximal effect; % is scaled to controls: 0 for no effect and ±100 for the full control effect
Target sequence (Q9Y253 whole entry, looked up): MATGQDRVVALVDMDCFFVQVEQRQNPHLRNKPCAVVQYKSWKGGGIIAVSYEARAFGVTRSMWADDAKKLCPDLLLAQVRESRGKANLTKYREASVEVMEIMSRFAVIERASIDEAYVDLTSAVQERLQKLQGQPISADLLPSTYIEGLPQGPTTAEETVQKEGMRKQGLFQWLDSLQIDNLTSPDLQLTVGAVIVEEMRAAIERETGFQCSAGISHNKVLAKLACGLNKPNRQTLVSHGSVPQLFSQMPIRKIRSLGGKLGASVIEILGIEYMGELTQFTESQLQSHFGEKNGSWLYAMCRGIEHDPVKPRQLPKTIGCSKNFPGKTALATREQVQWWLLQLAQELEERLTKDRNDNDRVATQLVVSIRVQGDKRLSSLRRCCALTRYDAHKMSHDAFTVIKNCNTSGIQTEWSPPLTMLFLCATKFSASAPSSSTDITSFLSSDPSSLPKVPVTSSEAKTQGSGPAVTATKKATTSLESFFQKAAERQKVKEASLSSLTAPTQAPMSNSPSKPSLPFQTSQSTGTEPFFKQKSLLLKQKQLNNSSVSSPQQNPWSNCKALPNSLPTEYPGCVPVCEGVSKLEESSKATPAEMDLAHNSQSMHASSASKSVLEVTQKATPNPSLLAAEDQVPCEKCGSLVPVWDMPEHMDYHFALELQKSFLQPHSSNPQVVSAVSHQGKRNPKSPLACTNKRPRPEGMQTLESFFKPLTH
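Fluorescent replication assay: 50 nM final substrate added after a 15 min room-temperature compound preincubation with 10 nM enzyme. Signal taken at 0 min and again at 10 min.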
Pol beta inh: blocks human DNA polymerase beta activity | Pol beta primer extension/strand displacement, fluorescence kinetic | 340,000 compounds, 1.3% hits | AID 485314 | Potency, µM (titrated, usually from 114 µM), for the others: top-dose activity change, negative = inhibition, most hits filed as inhibitors | P06746; also: potency is read from the fitted curve at half-maximal effect; % is scaled to controls: 0 for no effect and ±100 for the full control effect
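Homogeneous kinetic assay of primer extension and strand displacement by 10 nM Pol beta, preincubated 15 min at room temperature with compound before 50 nM substrate (final) was added. Read at 0 and 10 min; four-parameter Hill fit.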
Numbers without * were called inactive; ? = inconclusive; nt = no result given; & = joins results of further samples; [ ] = another dose, or the depositor's remark. Unless noted, calls follow the shape of the dose curve; as a rule, active = well fitted curve in the direction sought with a large enough effect; inconclusive = small, poorly fitted or top-dose-only effect, or another doubt; inactive = no such curve, though single readings can be large; an effect the other way counts as inactive or inconclusive.

#	SMILES	GRP78 ERSR act	POLK inh	BLM helicase inh	LDHA inh	Apoferritin bind
1	CCCC1(c2ccccc2)NC(=O)N(CC(=O)Nc2cc(C)on2)C1=O (stereo unspecified)	-1%	-4%	-4%	-1	-18%
2	Cc1ccc(C)n1/N=C1/NC(=O)CS1	-6%	10µM*	?	-1	-15%
3	O=C(NCCN1CCOCC1)/C(=C\c1ccc(F)cc1)NC(=O)c1ccccc1	-2%	-7%	0%	-1	11%
4	Cc1ccc2nc(SCC(=O)Nc3ccc(Cl)cc3)nc(=O)n2c1	2%	-1%	nt	-2	nt
5	O=C(O)CSc1nc(SCc2ccccc2Cl)nc2c1CCCC2	-3%	-9%	3%	-3	-6%
6	CCOC(=O)c1ccccc1NC(=O)COC(=O)CSC(C)C(=O)Nc1cc(C)on1 (stereo unspecified)	-3%	-5%	2%	1	-5%
7	O=C(O)CCCCCN1C(=O)C2CCCCC2C1=O (stereo unspecified)	-3%	5%	0%	6	0%
8	COc1ccc(Cl)cc1C(=O)NNC(=O)C1COc2ccccc2O1 (stereo unspecified)	-3%	-23%	-10%	-5	-4%
9	COC(=O)CSc1nc2sc3c(c2c(=O)n1-c1ccccc1)C(C)CCC3 (stereo unspecified)	-1%	-40%	-4%	3	?
10	C=CCNC(=O)COc1ccc(N(C)S(=O)(=O)c2ccc(NC(C)=O)cc2)cc1	5%	-24%	-1%	5	-3%
11	Cc1nn(CC(=O)N(C)C)c(=O)c2ccccc12	-2%	-2%	-2%	-2	-12%
12	CC12C(=O)N(c3ccccc3)C(=O)C1C(c1ccccc1)N1CCCN12 (stereo unspecified)	-5%	-11%	0%	-9	-2%

#	APEX1 inh	Pol iota inh	POLH inh	Pol beta inh
1	-4%	2%	-19%	5%
2	?	2.5µM*	2.2µM*	18µM*
3	51%[activator]	41%[activator]	-9%	1%
4	13%	44%[activator]	-22%	nt
5	-1%	6%	0%	3%
6	-6%	64%[activator]	-15%	11%
7	-4%	6%	-12%	24%
8	9%	45%[activator]	-19%	1%
9	nt	?	-10%	-8%
10	-3%	132%[activator]	-19%	1%
11	2%	16%	6%	-14%
12	-5%	-12%[58.9 µM]	-14%	9%

New compounds follow:
#	SMILES	GRP78 ERSR act	POLK inh	BLM helicase inh	LDHA inh	Apoferritin bind
13	COc1ccc2c(c1)CC(C(=O)Nc1ccc(Br)c(C)c1)CO2 (stereo unspecified)	4%	-10%[60.1 µM]	0%	1	3%
14	COc1ccc(C(=O)Nc2cc(C)nn2-c2nc3ccccc3[nH]2)c(OC)c1	4%	-9%	-2%	-2	-3%
15	O=C(CCC(=O)N1CCN(S(=O)(=O)c2ccc(Cl)cc2)CC1)Nc1cccc(Br)c1	-4%	-16%	-5%	-7	0%
16	Cc1ccc2c(CC(=O)O)coc2c1C	-6%	-2%	2%	-2	-1%
17	C=CCn1c(SCc2cc(=O)n3ccsc3n2)nc2scc(C3CC3)c2c1=O	-2%	-4%	-8%	-8	-13%
18	O=c1[nH]c2ccc(Cl)cc2c(-c2ccccc2)c1N1CCOCC1	-2%	-4%	-6%	-14	-1%
19	COc1cccc(C(=O)NNc2nc(C)cc(C)n2)c1	-5%	-17%	-10%	-2	-12%
20	C#CCOc1ccc(/C=C2/C(=O)N(c3cccc(C(=O)O)c3)N=C2C)cc1OC	2%	-23%	-13%	-11	-8%
21	Cc1ccc2cc(CN(C(=O)C3CCCO3)C3CCCCC3)c(=O)[nH]c2c1 (stereo unspecified)	-1%	-22%	0%	-2	-19%
22	CCCCCOC(=O)c1ccc(Nc2nc(C(=O)OCC)nc3ccccc23)cc1	nt	-14%	-4%	7&-8	0%
23	CCOC(=O)c1ccc(NC(=O)CCn2ccc(C)n2)cc1	0%	0%	-12%	-11	11%
24	Cn1c(=O)c(=O)n(C)c2cc(N3CCOCC3)c(NS(=O)(=O)c3ccc(Br)cc3)cc21	-3%	-4%	-1%	5	-15%

#	APEX1 inh	Pol iota inh	POLH inh	Pol beta inh
13	nt	-10%	-2%	?
14	?	-12%	7%	6%
15	1%	2%	-23%	-19%
16	?	-6%	-17%	31%
17	-8%	?	-2%	29%
18	11%	?	1%	4%
19	14%	38%	-27%	-1%
20	-35%	2µM*	50µM*	13%
21	2%	6%	-8%	2%
22	nt	4%	nt	0%
23	nt	3%	-9%	3%
24	5%	-7%	-9%	-14%

Individual results from the entries so far:
Result for COc1ccc(C(=O)Nc2cc(C)nn2-c2nc3ccccc3[nH]2)c(OC)c1 under GRP78 ERSR act: 4%
Result for CCCCCOC(=O)c1ccc(Nc2nc(C(=O)OCC)nc3ccccc23)cc1 under Apoferritin bind: 0%
Result for Cc1ccc2c(CC(=O)O)coc2c1C under BLM helicase inh: 2%
Result for O=C(CCC(=O)N1CCN(S(=O)(=O)c2ccc(Cl)cc2)CC1)Nc1cccc(Br)c1 under POLH inh: -23%

Continuation.
#	SMILES	GRP78 ERSR act	POLK inh	BLM helicase inh	LDHA inh	Apoferritin bind
25	CCNc1ccc(C(=O)OCC)cc1NC(=O)c1cccc(S(=O)(=O)N(C)c2ccccc2)c1	-3%	-25%	-1%	-5	4%
26	COc1cc(C2C3=C(CCCC3=O)Nc3[nH]n(-c4ccccc4)c(=O)c32)cc(OC)c1OC (stereo unspecified)	3%	4%	-2%	1	-12%
27	CC(=O)OC/C=C(C)/C=C/C=C(C)/C=C/C1=C(C)CCCC1(C)C	-4%&-2%&-5%&-4%	-7%[60.1 µM]	-3%&-1%	nt	?
28	CCNC(=O)N(C)C[C@H]1N[C@@](C)(C(=O)OC)[C@H]2C(=O)N(Cc3ccccc3)C(=O)[C@@H]12	-3%	17%	nt	0	nt
29	N#Cc1ccccc1OCC(=O)OCCCOC(=O)COc1ccccc1C#N	-1%	-2%	-9%	-10	-4%
30	CCOc1ccc(-c2c(=O)n(O)c3ccccc3[n+]2[O-])cc1	?	-12%	-4%	9	11%
31	Cc1cc(C[n+]2ncsc2N)c2ncccc2c1	-4%	5%	-2%	-1	-11%
32	Cc1ccc(NC(=O)Cn2ncn3c(cc4ccccc43)c2=O)c(C)c1	-3%&-3%	-10%&-5%	-6%&-10%	-8&-6	4%&-5%
33	CN(c1ccc(C(=O)N2CCN(Cc3ccccc3)CC2)cc1)S(=O)(=O)c1ccc(Cl)cc1	-6%	-8%	-8%	-4	59%[activator]
34	COc1ccc(OC)c(Nc2nc(N)c([N+](=O)[O-])c(NC3CCCCC3)n2)c1	-3%	-6%	-4%	-4	4%
35	CCOC(=O)c1cc2c(=O)n3ccccc3nc2n(CCCOC)c1=NC(=O)C(C)(C)Oc1ccc(Cl)cc1	0%	11%	-1%	-2	0%
36	COC(=O)c1ccc(S(=O)(=O)N2CCCCCC2)n1C	-3%	-6%	-2%	-3	-14%

#	APEX1 inh	Pol iota inh	POLH inh	Pol beta inh
25	23%	2%	-16%	4%
26	7%	29%	-15%	29%
27	-3%&-4%&3%&8%	nt	nt	nt
28	-8%	18%	-11%	nt
29	7%	-3%	-10%	4%
30	0%	-12%	-3%	5%
31	0%	-4%	-6%	0%
32	-1%	7%&13%	9%&-1%	1%&-17%
33	30%	-4%	-10%	1%
34	3%	14%	-6%	27%
35	nt	39%[activator]	-20%	-2%
36	16%	5%	-14%	14%

Later entries
#	SMILES	GRP78 ERSR act	POLK inh	BLM helicase inh	LDHA inh	Apoferritin bind
37	Brc1ccc(C2=Nc3cccc4cccc(c34)N2)o1	-3%	-14%	-7%	11	1%
38	C=CCC(O)[C@H](Cc1cnc2ccccc2c1)[C@H](/C=C/CCCC)c1ccccc1 (stereo partly specified)	-2%	-3%	-8%	nt	-20%
39	CC(C)(C)OC(=O)NCCCCCc1nnc(SCC(=O)Nc2cccc(Cl)c2)o1	-5%	-7%	-9%	-3	-1%
40	Cc1ccc(SCc2cc(=O)[nH]c(/N=C(\N)Nc3cccc4ccccc34)n2)cc1	0%	-16%[60.1 µM]	4%	1	5%
41	COc1ccc(N=C2SC(C(=O)N3CCN(c4ccccc4)CC3)CC(=O)N2C)cc1 (stereo unspecified)	-1%	1%	-2%	1	-18%
42	Cc1ccc(OCC(=O)Nc2ccccc2-c2ccccc2)cc1	0%	-12%	-12%	1	-2%
43	Cc1ccc(-c2c[n+](CC(=O)c3ccc(Br)cc3)c3n2CCCCC3)cc1	-7%	-3%	2%	-1	-9%
44	CNC(=O)CN1C(=O)NC2(CCc3ccccc3C2)C1=O (stereo unspecified)	-4%	-9%	2%	-9	-4%
45	CCC1CN(C(=O)N2CCC(C(=O)NCCC3=CCCCC3)CC2)c2cc(C)ccc2O1 (stereo unspecified)	-3%	4%	-5%	0	-11%
46	COc1ccc(N(C(=O)C2COc3ccccc3O2)C(C(=O)NC2CCCCC2)c2ccccc2)cc1OC (stereo unspecified)	-7%	-8%	-4%	-14	-4%
47	COc1cccc(C=NCCNC(=O)c2nonc2N)c1O	-7%	-30%	-4%	8	-13%

#	APEX1 inh	Pol iota inh	POLH inh	Pol beta inh
37	2%	?	-17%	1%
38	-3%	-13%	nt	nt
39	-8%	20%	-13%	-1%
40	0%	0%	3%	53%
41	-5%	3%	-18%	6%
42	-5%	-16%	-16%	2%
43	23%	31%[activator]	-1%	-3%
44	16%	103%[activator]	-10%	21%
45	nt	12%	-3%	0%
46	0%	9%	-20%	10%
47	0%	-9%	0%	23%

Screen by screen, from the results shown:
Apoferritin bind for nos. 37 to 47: 1%, -20%, -1%, 5%, -18%, -2%, -9%, -4%, -11%, -4%, -13%
APEX1 inh for nos. 37 to 47: 2%, -3%, -8%, 0%, -5%, -5%, 23%, 16%, nt, 0%, 0%

This is a subset; rates above refer to the full screens.
